Tb PGK inh = blocks T. brucei phosphoglycerate kinase; PGK/GAPDH coupled, Kinase-Glo luminescence, 60 min; Potency, µM (highest dose often 57.5 µM), for inactives: top-dose activity change, negative = inhibition, most hits filed as inhibitors; P07378; 380,000 compounds, 0.043% hits; also: % is scaled to controls: 0 for no effect and ±100 for the full control effect; nearly all actives have a fitted effect of over 60% in size
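Luminescent ATP detection (Kinase-Glo Plus) follows a 60-minute room-temperature incubation, with wells lacking PGK as controls. Buffer: 100 mM TEA (pH 7.6), 5 mM MgCl2, 0.01% Tween-20. Coupling enzyme GAPDH (100 nM final) supplies unstable 1,3-BPG in-well.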
ERG-DNA inh = blocks human ERG Ets domain binding to DNA; P11308; fluorescence polarization, His-ERG Ets domain / labelled DNA; Potency, µM (top dose mostly 76.9 µM), without a hit: top-dose FP activity, negative = inhibition, hits mostly inhibitors; 370,000 compounds, 0.028% hits; active = well fitted inhibition curve with a large enough effect in the polarisation, with a control signal flat; inconclusive = small, poorly fitted or top-dose-only effect, or effect the other way, or a change in a side signal; inactive = no such curve, though single readings can be large or run the other way; the % refers to the polarisation;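 also: polarization taken with two DNA probes labelled with fluorescein and Texas red; % of control where 0% means no effect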
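His-tagged ERG Ets domain (1 uM in the protein solution; 300mM KCl, 50mM Tris-HCl, 1mM EDTA, 1mM DTT, pH 7.5) received compound, then a probe mix of 5 nM fluorescein-DNA and 100nM Texas-615-DNA. Fluorescence polarization was read for both dyes.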
ALOX12 inh = ALOX12 (human) lipoxygenase inhibition; P18054; 580,000 compounds, 1.1% hits; purified 12hLO, xylenol orange hydroperoxide absorbance; AID 1671190; Potency, µM (doses to about 108 µM), for inactives: at the highest dose activity change, negative = inhibition, actives largely listed as inhibitors; also: % is scaled to controls: 0 for no effect and ±100 for the full control effect
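Purified human 12hLO at 150 nM in 25 mM Hepes, 0.01% Triton X-100, pH 7.0, preincubated 15 min at room temperature with compound. Reaction started with 40 uM arachidonic acid, 30 min at room temperature. Hydroperoxide measured by Fe-xylenol orange, 573/405 nm absorbance ratio.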
JMJD2A Tudor inh = blocks the human JMJD2A Tudor domain. O75164. AlphaScreen JMJD2A-Tudor / H3K4me3 peptide binding. Potency, µM (series often up to 114 µM), without a hit: at the highest dose activity change, negative = inhibition, hits mostly inhibitors. 390,000 compounds, 4.4% hits. AID 504339; also: % is scaled to controls: 0 for no effect and ±100 for the full control effect; nearly all actives have a fitted effect of over 50% in size
HP1b chromo inh = HP1-beta chromodomain-methylated histone interaction inhibition; 390,000 compounds, 0.56% hits; Potency, µM (titrated, usually from 114 µM), without a hit: top-dose activity change, negative = inhibition, usual class: inhibitors; AlphaScreen HP1-beta / biotin-H3K9me3 peptide binding; AID 540317; also: nearly all actives have a fitted effect of over 70% in size; inactives centre near 23
Target sequence (P83916 whole entry, looked up): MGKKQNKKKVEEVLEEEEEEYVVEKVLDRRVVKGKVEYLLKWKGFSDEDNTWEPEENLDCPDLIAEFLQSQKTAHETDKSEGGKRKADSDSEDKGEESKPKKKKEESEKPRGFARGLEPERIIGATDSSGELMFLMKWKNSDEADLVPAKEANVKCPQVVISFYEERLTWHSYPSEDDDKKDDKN
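Compound inhibition of the preformed complex between 50 nM HP1-beta and 50 nM biotinylated H3K9me3 peptide was read by AlphaScreen. Buffer was PBS pH 7.4 with 0.01% Tween-20. Incubations ran 30 min at room temperature, with 10 ug/mL donor/acceptor beads.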
GLS inhibitor = blocks human kidney-isoform glutaminase activity | O94925 | GLS enzymatic activity, qHTS titration | Potency, µM (doses to about 45.5 µM), for the others: top-dose activity change, negative = inhibition, hits mostly inhibitors | 410,000 compounds, 0.21% hits; also: % is scaled to controls: 0 for no effect and ±100 for the full control effect
Target sequence (O94925 whole entry, looked up, canonical isoform): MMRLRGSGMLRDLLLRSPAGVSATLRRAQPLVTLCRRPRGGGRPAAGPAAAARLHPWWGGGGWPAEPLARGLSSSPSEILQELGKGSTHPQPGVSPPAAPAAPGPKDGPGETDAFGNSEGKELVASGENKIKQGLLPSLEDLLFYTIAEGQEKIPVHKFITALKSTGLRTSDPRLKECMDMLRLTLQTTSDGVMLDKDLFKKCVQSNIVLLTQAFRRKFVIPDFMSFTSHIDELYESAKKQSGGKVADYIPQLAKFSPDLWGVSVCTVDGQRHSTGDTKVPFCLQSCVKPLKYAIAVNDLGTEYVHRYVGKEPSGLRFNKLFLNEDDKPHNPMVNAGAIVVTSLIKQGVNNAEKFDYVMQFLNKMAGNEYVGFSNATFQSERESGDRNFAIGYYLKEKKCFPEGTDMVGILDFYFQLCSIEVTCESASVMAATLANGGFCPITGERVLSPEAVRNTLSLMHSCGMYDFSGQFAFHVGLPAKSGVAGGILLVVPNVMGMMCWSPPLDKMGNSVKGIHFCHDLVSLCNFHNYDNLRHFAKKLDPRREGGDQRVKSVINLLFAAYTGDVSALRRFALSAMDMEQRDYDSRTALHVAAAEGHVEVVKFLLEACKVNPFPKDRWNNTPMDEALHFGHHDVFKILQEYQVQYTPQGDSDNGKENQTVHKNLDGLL
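Compounds were pin-transferred onto hKGA, after which L-glutamine (1 mM solution) and a detection mix of glutamate oxidase, HRP and Amplex Red were added. Initial and 30 min RT fluorescence reads were collected.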
RGS4 inh = blocks human RGS4-accelerated GTP hydrolysis; P49798; Transcreener GDP fluorescence polarization, RGS4-accelerated GTP hydrolysis; Potency, µM (top dose mostly 114 µM), inactives show top-dose activity change, negative = inhibition, hits mostly inhibitors; 390,000 compounds, 0.039% hits; AID 504845; also: % is scaled to controls: 0 for no effect and ±100 for the full control effect; nearly all actives have a fitted effect of over 75% in size; some results filed as inactive show a strong effect at the top dose
Target sequence (P49798 whole entry, looked up): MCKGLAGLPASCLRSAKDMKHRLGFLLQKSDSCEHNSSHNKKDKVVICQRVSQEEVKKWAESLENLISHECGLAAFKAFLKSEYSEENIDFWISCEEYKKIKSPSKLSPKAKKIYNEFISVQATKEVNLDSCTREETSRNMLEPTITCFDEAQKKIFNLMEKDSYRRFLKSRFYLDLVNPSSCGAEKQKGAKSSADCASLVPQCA
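MLSMR compounds (23 nl, pin-transferred) preincubated 10 min at room temperature with a 500nM (2x) first reagent, then RGS4 at 900nM (2x) plus Transcreener GDP mix added; fluorescence polarization (620/688 nm) read before and after 90 min at 30 °C.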
TrxR1 inh = rat TrxR1 inhibition. 390,000 compounds, 1% hits. AID 588453. recombinant rTrxR1, NADPH fluorescence consumption, selenite substrate. O89049. Potency, µM (doses to about 114 µM), for the others: top-dose activity change, negative = inhibition, hits mostly inhibitors; also: % is scaled to controls: 0 for no effect and ±100 for the full control effect; nearly all actives have a fitted effect of over 65% in size
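Rat TrxR1 (90 nM in the dispensed reagent) was pre-reduced with 400 uM NADPH for 5 min at room temperature, then incubated with compound for 15 min. After 400 uM selenite was added, NADPH fluorescence (Ex 340/Em 450 nm) was followed for 8 min.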
Pin1 inh = inhibitors of human Pin1; Q13526; Pin1 FP peptide displacement, HiFluor488, 10 min; Potency, µM (doses to about 115 µM), without a hit: at the highest dose activity, negative = inhibition, actives largely listed as inhibitors; 390,000 compounds, 0.009% hits; AID 504891; active = well fitted inhibition curve with a large enough effect in the polarisation, with a control signal flat, not every such curve was filed as active; inconclusive = small, poorly fitted or top-dose-only effect, or effect the other way, or a change in a side signal; inactive = no such curve, though single readings can be large or run the other way; the % refers to the polarisation; also: % is scaled to controls: 0 for no effect and ±100 for the full control effect
* = called active by the depositor; i = inactive; ? = inconclusive; . = no result given; [ ] = remark or other dose. Unless noted, calls follow the shape of the dose curve; as a rule, active = well fitted curve in the direction sought with a large enough effect; inconclusive = small, poorly fitted or top-dose-only effect, or another doubt; inactive = no such curve, though single readings can be large; an effect the other way counts as inactive or inconclusive. Potency is read from the fitted curve at half-maximal effect. A portion of the library (hit frequency here may not be typical).

Codes: A = Tb PGK inh; B = ERG-DNA inh; C = ALOX12 inh; D = JMJD2A Tudor inh; E = HP1b chromo inh; F = GLS inhibitor; G = RGS4 inh; H = TrxR1 inh; I = Pin1 inh
CC1CCN(C(=O)c2ccc(NC(=O)c3ccccc3)cc2)CC1
  A: -3% | B: -4% | C: i | D: -7% | E: 27% | F: -3% | G: -15% | H: 12% | I: 7%
CCc1ccc(OCC(=O)Nc2ncn[nH]2)cc1
  A: -3% | B: -3% | C: 6% | D: -32% | E: 35% | F: -1% | G: 13% | H: 27% | I: -3%
Nc1ccc(C(=O)OCC(=O)NC(=O)c2ccccc2)cc1[N+](=O)[O-]
  A: 8% | B: -8% | C: -20% | D: -16% | E: 12% | F: 0% | G: 9% | H: -6% | I: -4%
OCCCNc1ncnc2c1cnn2-c1ccc(Cl)cc1
  A: . | B: 1% | C: 0% | D: -1% | E: 48%[activator] | F: -1% | G: 12% | H: 9% | I: 0%
Cc1ccc(C(=O)/C=C/N(C)C)cn1
  A: -8% | B: -4% | C: 0% | D: -1% | E: 29% | F: -7% | G: -2% | H: 4%[57.1 µM] | I: -1%
Cc1cc(NC(=O)CN2C(=O)c3cccnc3Sc3ccccc32)ccc1Br
  A: 3% | B: 0% | C: 1% | D: -6% | E: 11% | F: -2% | G: -21% | H: 6%[57.1 µM] | I: ?
CC(C)(C)NC(=O)NC(=O)CN1CCN(S(=O)(=O)/C=C/c2ccccc2)CC1
  A: 6% | B: 7% | C: -37% | D: 3% | E: 12% | F: -1% | G: 16% | H: 19%[57.1 µM] | I: 12%
O=C(Cc1ccccc1[N+](=O)[O-])NCc1ccc(Cl)cc1Cl
  A: -3% | B: . | C: 10% | D: -21% | E: 10% | F: 8% | G: -13% | H: -8% | I: -13%
CN1CC(c2ccc(C#N)cc2)C2(COc3ccccc3C2=O)C12C(=O)Nc1ccccc12 (centres undefined)
  A: -7% | B: -4% | C: -5% | D: ? | E: -16% | F: -4% | G: 14% | H: -9% | I: 2%
Cc1n[nH]c(C)c1NC(=O)c1cc([N+](=O)[O-])ccc1Cl
  A: -8% | B: 1% | C: -4% | D: -17% | E: 23% | F: -1% | G: -1% | H: 12% | I: 1%
CCOc1ccc2[nH]c(C(=O)N/N=C/c3cc(OC)c(OC)c(OC)c3)cc2c1
  A: i | B: -1% | C: 0% | D: -4% | E: 43%[activator] | F: -1% | G: 10% | H: 14% | I: -4%
CCOC(=O)c1noc2ncn(CC(=O)O)c(=O)c12
  A: -4% | B: 0% | C: -3% | D: -20% | E: 4% | F: -2% | G: -5% | H: 20% | I: -2%
O=S1(=O)C=C(N2CCCCC2)c2ccccc21
  A: -8% | B: 12% | C: 409%[activator] | D: 4% | E: 21% | F: -4% | G: -26% | H: 7% | I: 2%
O=C(CSc1n[nH]c(=O)[nH]c1=O)N/N=C/c1ccccc1
  A: i | B: 3% | C: 11% | D: 1% | E: 41%[activator] | F: 2% | G: -3% | H: -7% | I: -3%
Oc1c(C(c2ccccc2Cl)N2CCOCC2)sc2nc(-c3ccco3)nn12 (centres undefined)
  A: -2% | B: -1% | C: -17% | D: -17% | E: 26% | F: 6% | G: 2% | H: 8%[57.1 µM] | I: 7%
CCN(Cc1cc(=O)oc2cc(C)ccc12)c1ccccc1
  A: -6% | B: -1% | C: 0% | D: -3% | E: 39%[activator] | F: 9% | G: 7% | H: 3% | I: 9%
O=C(NC1CCCCC1)C1CCCN(S(=O)(=O)c2cccs2)C1 (centres undefined)
  A: i | B: -8% | C: 0% | D: -2% | E: 25% | F: 3% | G: -24% | H: 26%[57.1 µM] | I: -12%
O=C(CCc1ccc(S(=O)(=O)N2CCOCC2)cc1)NN=C1CCCCCCC1
  A: -8% | B: 1% | C: 23% | D: 2%[57.1 µM] | E: 69%[activator] | F: 0% | G: -33% | H: 1% | I: -1%
Cc1ccc(-c2nnc(SCC(=O)NCC3CCCO3)nc2-c2ccc(C)cc2)cc1 (centres undefined)
  A: i | B: -13% | C: ? | D: ? | E: 0% | F: -13% | G: -17% | H: -17% | I: -2%
CN(C)c1ccc(/C=N/NC(=O)c2nnn(-c3nonc3N)c2COc2ccc(F)cc2)cc1
  A: -5% | B: 21% | C: 37%[activator] | D: -13% | E: 24% | F: 11% | G: -9% | H: 16%[57.1 µM] | I: ?
O=C1Cc2cc(S(=O)(=O)N3CCNCC3)ccc2N1
  A: -8% | B: . | C: 0% | D: 6% | E: 56%[activator] | F: 7% | G: ? | H: -33% | I: -1%
CCCCCCNC(=O)CCCCCNS(=O)(=O)c1ccc(OC)cc1
  A: -7% | B: 4% | C: -27% | D: 5% | E: 23% | F: 0% | G: -58% | H: 18% | I: 4%
Cc1ccc(NC(=O)Nc2cccs2)nc1
  A: -9% | B: -16% | C: 0% | D: -2% | E: 19% | F: ? | G: -2% | H: -16% | I: -7%
Cn1c(NCCCO)nc2c1c(=O)n(Cc1cccc(F)c1)c(=O)n2C
  A: -9% | B: 5% | C: -20% | D: -7% | E: 4% | F: 11% | G: -1% | H: 31% | I: 0%
CCn1c(SCC(=O)OC(C)C)nnc1-c1cccc(Cl)c1
  A: -7% | B: . | C: -12% | D: -15% | E: 25% | F: 19% | G: -4% | H: 12% | I: -10%

The final 3 entries of the section before lead into the next.
Codes: A = Tb PGK inh; B = ERG-DNA inh; C = ALOX12 inh; D = JMJD2A Tudor inh; E = HP1b chromo inh; F = GLS inhibitor; G = RGS4 inh; H = TrxR1 inh; I = Pin1 inh
Cc1ccc(NC(=O)Nc2cccs2)nc1
  A: -9% | B: -16% | C: 0% | D: -2% | E: 19% | F: ? | G: -2% | H: -16% | I: -7%
Cn1c(NCCCO)nc2c1c(=O)n(Cc1cccc(F)c1)c(=O)n2C
  A: -9% | B: 5% | C: -20% | D: -7% | E: 4% | F: 11% | G: -1% | H: 31% | I: 0%
CCn1c(SCC(=O)OC(C)C)nnc1-c1cccc(Cl)c1
  A: -7% | B: . | C: -12% | D: -15% | E: 25% | F: 19% | G: -4% | H: 12% | I: -10%
CCCN(C(=O)Cn1cnc2onc(-c3ccc(F)cc3)c2c1=O)c1cccc(Cl)c1
  A: 2% | B: 1% | C: -25% | D: -5% | E: 25% | F: -11% | G: 21% | H: 26% | I: 3%
CC(NC(=O)CN1CCN(c2ccc(Cl)cc2)CC1)c1ccccc1 (centres undefined)
  A: -9% | B: 3% | C: 38%[activator] | D: -18% | E: 7% | F: 5% | G: 12% | H: 22% | I: 0%
CN1CCN(C2=NC(=O)/C(=C/c3cn[nH]c3-c3ccccc3)S2)CC1
  A: -4% | B: -5% | C: 144%[activator] | D: -12% | E: 23% | F: 6% | G: -24% | H: 2% | I: -1%
Cc1ccc(Cl)cc1N1CCN(CC(=O)Nc2ccc(CN3CCCCC3)cc2)CC1
  A: 5% | B: 2% | C: -4% | D: -14% | E: -3% | F: 10% | G: -13% | H: -23% | I: 3%
Cn1c(=O)c(=O)n(C)c2cc(S(=O)(=O)Nc3ccc(OC(F)(F)F)cc3)ccc21
  A: . | B: . | C: ? | D: 1% | E: 12% | F: -9% | G: 31% | H: 1% | I: -3%
O=C(CC1CCCC1)NNC(=O)c1ccc(Br)cc1
  A: i | B: 3% | C: 423%[activator] | D: -21% | E: 19% | F: 0% | G: -3% | H: 33% | I: -10%
O=C(Nc1cccn(Cc2c(Cl)cccc2Cl)c1=O)c1c(Cl)cccc1Cl
  A: 4% | B: -12% | C: -21% | D: -18% | E: -18% | F: 7% | G: 16% | H: 9% | I: 28%
O=C(Nc1ccc2c(c1)OCCO2)c1cnn(-c2ccccc2)n1
  A: -4% | B: 0% | C: 153%[activator] | D: -3% | E: 33% | F: 3% | G: 17% | H: 14% | I: 4%
COCCn1c(SC2CCCCC2=O)nnc1-c1ccncc1 (centres undefined)
  A: 1% | B: -3% | C: -15% | D: ? | E: -12% | F: -8% | G: -10% | H: 3%[57.1 µM] | I: -8%
CC(C)[C@H]1C(=O)Nc2ccccc2N1C(=O)N[C@@H](Cc1ccccc1)C(=O)N[C@@H](C(=O)O)c1ccccc1
  A: -7% | B: -3% | C: 19% | D: -7% | E: 27% | F: -4% | G: 3% | H: 7% | I: -4%
CCn1c(=O)n(CC(=O)NCC2CCCO2)c(=O)c2c3c(sc21)COC(C)(C)C3 (centres undefined)
  A: 5% | B: -4% | C: 19% | D: -12% | E: 65%[activator] | F: -4% | G: -22%[56.9 µM] | H: 26%[57.1 µM] | I: 3%
O=C(c1ccccc1[N+](=O)[O-])N(CCc1ccccc1)Cc1ccccc1
  A: i | B: -3% | C: 39%[activator] | D: -32% | E: -5% | F: -7% | G: -5% | H: 20% | I: -4%
C[C@H](CO)N1C[C@H](C)[C@@H](CN(C)C(=O)NC2CCCCC2)Oc2ccc(NS(=O)(=O)c3cn(C)cn3)cc2C1=O
  A: -2% | B: 16% | C: 12% | D: -6% | E: 42%[activator] | F: -1% | G: 15% | H: -3% | I: -8%
Cc1cc2nnc(SCC(=O)N3C(C)CCCC3C)n2c(N)n1 (centres undefined)
  A: 0% | B: 1% | C: 3% | D: -16% | E: 27% | F: -9% | G: 2% | H: 9% | I: 0%
Cc1nc(N=C(N)N)nc2c(C)cccc12
  A: 9% | B: -6% | C: -24% | D: -16% | E: 15% | F: -2% | G: -10% | H: 16%[57.1 µM] | I: -10%
CC(C)(C)Cn1c(=O)[nH]c(=O)c2cc([N+](=O)[O-])cnc21
  A: -1% | B: . | C: -25% | D: -13% | E: 12% | F: 5% | G: -2% | H: 3% | I: 4%
